STEP block – STEP phosphatase inhibitors, primary screen, biochemical, fluorescence intensity, uHTS; 360,000 compounds, 0.25% hits; Tyrosine-protein phosphatase non-receptor type 5 (Homo sapiens), P54829; recombinant STEP, OMFP fluorogenic substrate; AID 588621, 2011; inhibition, % at 20 µM;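 active means inhibition at 20 µM, scaled per plate between control wells, above about 37%, limit read from the data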;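 further: 0% = DMSO with enzyme and substrate and 100% = substrate only without enzyme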
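Assay system: isolated STEP enzyme / Timing: 20 min at room temperature, dark / Doses: 20 µM, 1% DMSO / Technique: fluorescence intensity, excitation 480 nm, emission 540 nm / Reagent: fluorogenic phosphatase substrate OMFP at 25 µM final / Measure: percent inhibition scaled to no-enzyme and uninhibited-enzyme controls, plate-pattern corrected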
SUMO1-SIM PPI – modulators of SUMO1 protein-protein interactions, primary screen, biochemical, uHTS; SUMO1 binding to a labelled peptide, TR-FRET, 1 h; Small ubiquitin-related modifier 1 (Homo sapiens), P63165; 360,000 compounds, 0.33% hits; inhibition, % at 20 µM; in the data active means inhibition above about 37%
Rpn11 block – Rpn11 (PSMD14) deubiquitinase inhibitors, primary screen, biochemical, fluorescence polarization, uHTS. calls only at 20 µM. human 26S proteasome, Ub4-pepOG fluorescence polarization; 20S core pre-blocked with epoxomicin. 360,000 compounds, 0.59% hits. 26S proteasome non-ATPase regulatory subunit 14 (Homo sapiens), O00487;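 active means inhibition at 20 µM, scaled to each plate's controls, above about 33%, limit read from the data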
Target sequence (O00487 whole entry, looked up): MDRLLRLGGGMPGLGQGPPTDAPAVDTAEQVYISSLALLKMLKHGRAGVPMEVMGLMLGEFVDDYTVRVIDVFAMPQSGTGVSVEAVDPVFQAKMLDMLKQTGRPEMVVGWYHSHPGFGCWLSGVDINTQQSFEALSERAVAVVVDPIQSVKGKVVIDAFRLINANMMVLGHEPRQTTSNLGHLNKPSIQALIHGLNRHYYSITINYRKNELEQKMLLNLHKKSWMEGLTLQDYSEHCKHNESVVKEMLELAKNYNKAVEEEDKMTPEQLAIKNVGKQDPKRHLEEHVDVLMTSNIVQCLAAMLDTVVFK
NadD block – inhibitors of S. aureus NadD, primary screen, biochemical, colorimetric, uHTS | 360,000 compounds, 0.78% hits | Nicotinate-nucleotide adenylyltransferase NadD (Staphylococcus aureus N315) | inhibition, % at 20 µM | AID 602399, 2012 | purified NadD enzyme, colorimetric absorbance read-out; in the data active means inhibition above about 26%; further: some compounds past the cut are filed as inactive
LMPTP block – LMPTP phosphatase inhibitors, primary screen, biochemical, fluorescence intensity, uHTS; Low molecular weight phosphotyrosine protein phosphatase (Homo sapiens), P24666; inhibition, % at 20 µM; 360,000 compounds, 0.22% hits; recombinant LMPTP-A, OMFP fluorogenic substrate;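 active means compounds that cut the enzyme signal by at least half of the control window in the single-dose screen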;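 further: plate controls were DMSO wells with enzyme plus substrate for no effect and substrate without enzyme for full effect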
Target sequence (P24666 whole entry, looked up): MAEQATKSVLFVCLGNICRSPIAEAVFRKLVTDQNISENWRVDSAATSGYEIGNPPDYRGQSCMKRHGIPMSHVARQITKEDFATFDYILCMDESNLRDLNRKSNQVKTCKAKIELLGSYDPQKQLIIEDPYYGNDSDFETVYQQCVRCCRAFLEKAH
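Test system: LMPTP-A, protein tyrosine phosphatase of low molecular weight; Input: 0.625 nM enzyme; Incubation: 50 min dark incubation at room temperature; Signal: endpoint fluorescence intensity from OMFP dephosphorylation; Read-out basis: % inhibition versus control wells.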
Rin1-Abl PPI inh – inhibitors of Rin1-Abl protein binding, primary screen, biochemical, TR-FRET | Tyrosine-protein kinase ABL1 (Homo sapiens) + Ras and Rab interactor 1 (Homo sapiens), … | inhibition, % at 7.35 µM | 360,000 compounds, 0.4% hits; in the data active means inhibition above about 5%, passing the limit was not always enough
CSN deneddyl inh – inhibitors of CSN-mediated cullin deneddylation, primary screen, biochemical, fluorescence polarization, uHTS; COP9 signalosome complex subunit 5 (Homo sapiens), Q92905; AID 651999, 2013; Purified CSN, SCF-Nedd8-OG deneddylation; 360,000 compounds, 0.38% hits; inhibition, % at 12.5 µM;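 active means pattern-corrected inhibition above about 35%, with an unprinted fluorescence ratio check between 0.5 and 1.5, limit read from the data, passing the limit was not always enough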;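 further: 0% = enzyme with substrate and 100% = substrate without enzyme; some results filed as inactive read as strong as hits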
Target sequence (Q92905 whole entry, looked up, one chain of several): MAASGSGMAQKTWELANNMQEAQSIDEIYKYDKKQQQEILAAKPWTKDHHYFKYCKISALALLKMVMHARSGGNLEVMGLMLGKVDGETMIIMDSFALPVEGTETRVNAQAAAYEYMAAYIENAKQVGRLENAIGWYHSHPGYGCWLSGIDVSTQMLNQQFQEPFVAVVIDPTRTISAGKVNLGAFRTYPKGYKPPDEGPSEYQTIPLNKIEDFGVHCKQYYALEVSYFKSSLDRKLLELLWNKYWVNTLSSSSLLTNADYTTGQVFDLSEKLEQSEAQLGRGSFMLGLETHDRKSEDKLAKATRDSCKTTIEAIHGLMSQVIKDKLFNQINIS
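Material: human Csn5 produced in HEK293T cells; Input: enzyme 0.24 nM; Reagent: SCFSkp2-Nedd8OG substrate at 10 nM final; Dosing: 12.5 µM compound; Incubation: 90 min reaction at room temperature; Detection: fluorescence polarization of the substrate; Evaluation: % inhibition of substrate cleavage by Csn5; Control set: substrate-only high control, full reaction low control.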
Scp-1 inhibitor – Scp-1 phosphatase inhibitors, primary screen, biochemical, colorimetric, uHTS | 340,000 compounds, 0.88% hits | inhibition, % at 20 µM | Carboxy-terminal domain RNA polymerase II polypeptide A small phosphatase 1 (Homo … | Recombinant Scp1, phosphopeptide, malachite green phosphate absorbance | AID 493091, 2011;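 active means inhibition above about 50% at 20 µM, limit read from the data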;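 further: plate controls were DMSO wells with enzyme for no effect and wells lacking enzyme for full effect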
Target sequence (Q9GZU7 76-261 limits assumed): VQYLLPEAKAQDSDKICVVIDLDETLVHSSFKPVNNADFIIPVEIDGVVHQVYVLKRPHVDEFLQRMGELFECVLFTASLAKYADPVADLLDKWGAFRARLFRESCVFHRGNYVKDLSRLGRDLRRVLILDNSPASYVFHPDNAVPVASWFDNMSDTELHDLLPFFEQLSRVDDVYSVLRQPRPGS
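assay system = SCP-1 phosphatase catalytic domain, residues 76-261 | buffer or medium = 50 mM Tris acetate pH 5.5, 0.005% Tween-20, 10 mM MgCl2 | incubation = enzyme reaction 45 min at room temperature, colour 5 min, stabilisation 30 min | signal = Phosphate-binding colour reagent, absorbance read at 630 nm | measure = % inhibition at 20 µM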
Neddylation inh – inhibitors of cullin neddylation, primary screen, biochemical, TR-FRET, uHTS, NAE and Ubc12; NEDD8-conjugating enzyme Ubc12 (Homo sapiens) + NEDD8-activating enzyme E1 regulatory …; calls only at 25 µM; 360,000 compounds, 0.58% hits; AID 651699, 2012; in the data active means inhibition above about 36%
DNMT1 block – human DNMT1 methyltransferase inhibitors, primary screen, biochemical, molecular beacon, fluorescence, HinP1I cleavage, uHTS | DNA (cytosine-5)-methyltransferase 1 (Homo sapiens), P26358 | inhibition (reported as % activation of signal), % at 10 µM | 360,000 compounds, 0.83% hits; in the data active means inhibition above about 50%
Numbers without * were called inactive; i = inactive; . = not tested or not shown.

1) Cc1ccc2c(c1)=C(c1sc(N(C)c3ccc(O)cc3)nc1O)C(=O)N=2
2) CCOC(=O)c1oc2ccccc2c1NC(=O)CCl
3) Cc1ccc(N(CC(=O)NCC2CCCO2)C(=O)CCC(=O)Nc2nccs2)cc1 (configuration not stated)
4) Cc1ccc([N+](=O)[O-])c(C(=O)Nc2cccnc2Cl)c1
5) COc1cc(S(=O)(=O)N2CCOCC2)ccc1NC(=O)COC(=O)c1ccccn1
6) CC1SC(=NC(=O)C(C)N2C(=O)c3ccccc3C2=O)NC1=O (configuration not stated)
Screen / compound no.	1	2	3	4	5	6
STEP block	0	2	0	-6	-15	4
SUMO1-SIM PPI	-7	1	0	-6	0	-1
Rpn11 block	i	i	i	i	i	i
NadD block	19	-3	-2	1	-3	7
LMPTP block	2.0	-2.1	-0.3	1.0	-3.0	-3.0
Rin1-Abl PPI inh	-1	-2	-1	1	2	0
CSN deneddyl inh	1	6	-3	4	-1	1
Scp-1 inhibitor	11	-11	-1	0	-2	-2
Neddylation inh	i	i	i	i	i	i
DNMT1 block	6	4	2	6	2	0

7) CC(=O)Nc1cccc(-c2nnc(SCC(=O)n3c4c(c5ccccc53)CCCC4)n2C)c1
8) Cc1c(C(=O)OCC(=O)N(C)C2CCS(=O)(=O)C2)oc2ccc(Br)cc12 (configuration not stated)
9) COC(=O)c1c(-c2cccc(C)c2)csc1N
10) Cc1c(CCCl)c(Cl)n2c(nc3ccccc32)c1C#N
11) CCOC(=O)N1CCN(c2cc(=O)n(-c3ccccc3Cl)c(=O)[nH]2)CC1
12) CC(Sc1nnc(-c2ccncc2)n1C)C(=O)NCC1CCCO1 (configuration not stated)
Screen / compound no.	7	8	9	10	11	12
STEP block	1	1	2	3	-1	-1
SUMO1-SIM PPI	2	-2	-3	-26	0	-5
Rpn11 block	i	i	i	i	i	i
NadD block	3	-4	2	0	-1	-4
LMPTP block	0.0	0.1	-1.1	5.8	-0.3	-1.6
Rin1-Abl PPI inh	-1	-7	-3	3	-1	-1
CSN deneddyl inh	-1	-3	1	7	5	-4
Scp-1 inhibitor	19	-7	-8	-5	7	5
Neddylation inh	i	i	i	.	i	i
DNMT1 block	-6	0	-14	31	1	1

Exported bar-delimited: part of the list above
no. | smiles | STEP block | SUMO1-SIM PPI | Rpn11 block | NadD block | LMPTP block | Rin1-Abl PPI inh | CSN deneddyl inh | Scp-1 inhibitor | Neddylation inh | DNMT1 block
4 | Cc1ccc([N+](=O)[O-])c(C(=O)Nc2cccnc2Cl)c1 | -6 | -6 | i | 1 | 1.0 | 1 | 4 | 0 | i | 6
5 | COc1cc(S(=O)(=O)N2CCOCC2)ccc1NC(=O)COC(=O)c1ccccn1 | -15 | 0 | i | -3 | -3.0 | 2 | -1 | -2 | i | 2
6 | CC1SC(=NC(=O)C(C)N2C(=O)c3ccccc3C2=O)NC1=O (configuration not stated) | 4 | -1 | i | 7 | -3.0 | 0 | 1 | -2 | i | 0
7 | CC(=O)Nc1cccc(-c2nnc(SCC(=O)n3c4c(c5ccccc53)CCCC4)n2C)c1 | 1 | 2 | i | 3 | 0.0 | -1 | -1 | 19 | i | -6
8 | Cc1c(C(=O)OCC(=O)N(C)C2CCS(=O)(=O)C2)oc2ccc(Br)cc12 (configuration not stated) | 1 | -2 | i | -4 | 0.1 | -7 | -3 | -7 | i | 0
9 | COC(=O)c1c(-c2cccc(C)c2)csc1N | 2 | -3 | i | 2 | -1.1 | -3 | 1 | -8 | i | -14
10 | Cc1c(CCCl)c(Cl)n2c(nc3ccccc32)c1C#N | 3 | -26 | i | 0 | 5.8 | 3 | 7 | -5 | . | 31
11 | CCOC(=O)N1CCN(c2cc(=O)n(-c3ccccc3Cl)c(=O)[nH]2)CC1 | -1 | 0 | i | -1 | -0.3 | -1 | 5 | 7 | i | 1
12 | CC(Sc1nnc(-c2ccncc2)n1C)C(=O)NCC1CCCO1 (configuration not stated) | -1 | -5 | i | -4 | -1.6 | -1 | -4 | 5 | i | 1

More compounds:
13) CCOc1cc(N2CCOCC2)c(OCC)cc1NC(=O)c1ccc(C)cc1
14) Cn1cccc1/C=C1/SC(=O)N(CC(=O)N2CCCC2)C1=O
15) COC(=O)C[C@@H]1C=C[C@@H](NC(=O)C2CCC2)[C@@H](CO)O1
16) O=C1CC(c2ccccc2)CC(O)=C1C=NCc1ccc(Cl)c(Cl)c1 (configuration not stated)
17) Cc1ccc(Cn2ccc(NC(=O)c3cc(C4CC4)on3)n2)cc1
18) CCC1(C)Cc2nc3sc(C(=O)O)c(N)c3cc2CO1 (configuration not stated)
Screen / compound no.	13	14	15	16	17	18
STEP block	1	-1	.	0	0	-7
SUMO1-SIM PPI	2	-23	-1	-7	-1	6
Rpn11 block	i	i	.	i	i	i
NadD block	-5	-2	.	-1	-10	9
LMPTP block	-2.3	-1.6	-0.7	-0.8	-1.0	-2.2
Rin1-Abl PPI inh	0	-5	.	-3	-1	0
CSN deneddyl inh	-2	-4	-1	-2	-5	3
Scp-1 inhibitor	-5	-3	.	0	-11	-4
Neddylation inh	i	i	i	i	i	i
DNMT1 block	-1	-1	.	-2	0	-3

19) COC(=O)C1=C(C)N(c2ccc(Cl)c(Cl)c2)C(=O)C1
20) CC(C)c1nnc(NC(=O)CSc2ncn[nH]2)s1
21) COc1ccc(Nc2nc(C(C)(C)C)nc3c2nnn3Cc2ccccc2Cl)cc1OC
22) Cc1ccc(CN(C)C(=O)C2CCC(=O)N(CC3CCCCC3)C2)o1 (configuration not stated)
23) Cc1ccc2cccc(NC(=O)c3ccc(Br)o3)c2n1
24) COc1ccccc1NC(=S)NCCSc1ccc(Cl)cc1
Screen / compound no.	19	20	21	22	23	24
STEP block	-2	2	0	-2	-6	-2
SUMO1-SIM PPI	2	1	3	-5	-14	-2
Rpn11 block	i	i	i	i	i	i
NadD block	-1	3	3	2	7	0
LMPTP block	0.0	-1.8	2.0	-0.7	3.4	-0.7
Rin1-Abl PPI inh	3	-3	-2	-3	3	-1
CSN deneddyl inh	2	1	4	-2	3	1
Scp-1 inhibitor	-15	-5	2	-2	9	-5
Neddylation inh	i	i	.	i	i	i
DNMT1 block	-8	1	-9	2	-3	-2

25) Cc1ccc(C(=O)Nc2ccc3c(c2)OCCO3)cc1
26) O=c1cc(-c2ccccc2)[nH]c2cc(Cl)ccc12
27) CCn1c2ccccc2c2cc(NC(=O)c3cc(C)on3)ccc21
28) N#Cc1ccccc1Cn1c(=O)n(CCCC(=O)NCc2ccc3c(c2)OCO3)c(=O)c2ccccc21
29) CC(=O)C1=C(C)NC(=O)NC1c1ccc(Cl)cc1 (configuration not stated)
30) O=C(O)c1ccc(-n2[nH]c3c(c2=O)CCCC3)cc1
Screen / compound no.	25	26	27	28	29	30
STEP block	1	-3	-1	0	-2	1
SUMO1-SIM PPI	-1	2	3	2	1	3
Rpn11 block	i	i	i	i	i	i
NadD block	-3	-3	-4	-6	2	-1
LMPTP block	0.2	2.4	1.3	0.2	-0.9	-0.1
Rin1-Abl PPI inh	1	6	0	-1	3	4
CSN deneddyl inh	-3	4	-7	0	-1	1
Scp-1 inhibitor	-2	12	-14	-5	-5	22
Neddylation inh	i	i	i	i	i	i
DNMT1 block	1	6	-4	0	0	4

31) Cc1cc(C(=O)COc2cccc3cccnc23)c(C)n1C
32) CCC(=O)Nc1ccc(-c2nnc(SCC(=O)N3CCCCC3)n2C)cc1
33) O=C(Nc1ccc2c(c1)OCO2)c1cnn2c1NC(c1ccco1)CC2C(F)(F)F (configuration not stated)
34) CC(=O)Oc1ccc(C(=O)Nc2ccccc2C(=O)Nc2cccc(C(=O)O)c2)cc1
35) S=C(NC1CCCC1)N1CCOCC1
36) COc1ccccc1Oc1ccc(N/C=C/C(=O)C(C)(C)C)cc1
Screen / compound no.	31	32	33	34	35	36
STEP block	-7	1	2	-1	-1	6
SUMO1-SIM PPI	1	-7	1	4	-3	-6
Rpn11 block	i	i	i	i	i	i
NadD block	4	0	7	-5	-1	-3
LMPTP block	4.5	-1.2	0.3	-1.5	-1.9	0.5
Rin1-Abl PPI inh	-1	-3	-4	1	-3	0
CSN deneddyl inh	-48	-3	14	-2	0	-3
Scp-1 inhibitor	41	-1	-7	-7	1	-10
Neddylation inh	i	i	i	i	i	i
DNMT1 block	-1	1	5	9	4	5

37) O=C(CCC1N=C2c3ccccc3N=C(SCc3ccc(Cl)cc3)N2C1=O)NCc1ccco1 (configuration not stated)
38) Cc1cc(-c2ccccc2)n2nc(N)nc2n1
39) COc1ccc(N(Cc2cc3ccc(C)cc3[nH]c2=O)C(C)=O)cc1
40) Cc1ccc(-c2nnn(CC(=O)N(Cc3cccs3)C(C(=O)NC3CCCCC3)c3ccco3)n2)o1 (configuration not stated)
41) CC1CCCN(CCOc2ccc(Br)cc2)C1 (configuration not stated)
42) COc1ccc(OC)c(NC(=O)COC(=O)CN(C)S(=O)(=O)c2ccc(C)cc2)c1
43) CN1CCN(S(=O)(=O)c2cccc(C(=O)Nc3sccc3C#N)c2)CC1
44) CC1CC(C)(C)Nc2ccc(OC(=O)c3ccco3)cc21 (configuration not stated)
Screen / compound no.	37	38	39	40	41	42	43	44
STEP block	1	2	0	0	-2	-3	-9	-2
SUMO1-SIM PPI	3	-4	0	0	1	-1	27	1
Rpn11 block	i	i	i	i	i	i	.	i
NadD block	8	-2	1	7	-2	-5	7	5
LMPTP block	0.4	0.1	-2.2	0.2	-1.5	-0.5	1.6	-0.3
Rin1-Abl PPI inh	0	0	2	3	0	-3	0	-2
CSN deneddyl inh	4	0	-1	-4	-4	-1	74	0
Scp-1 inhibitor	3	-11	-5	3	-2	-9	-3	0
Neddylation inh	i	.	i	i	i	i	i	i
DNMT1 block	3	1	-1	13	0	1	0	-3

Bioassay records as filed in PubChem.
